# Source: PubChem
# Vif inh: HIV Vif self-association inhibitors, primary screen, imaging, HEK293T, single point; HEK293T cells, Vif self-association by quenched fluorescence, 24 h; inhibition, % at 7.49 µM; actives 0.35% (n = 340,000); in the data active = inhibition above about 50%, passing the limit was not always enough; inconclusive = no clear call, values can overlap the other calls; inactive = below about 31%; note: some results filed as inactive read as strong as hits
# COUP-TFII inh: NR2F2 transcriptional activity inhibitors, primary screen, cell-based, luciferase reporter, HEK293T, luminescence. inhibition, % at 8.6 µM. AID 686940, 2013. COUP transcription factor 2 (Homo sapiens), P24468. actives 0.7% (n = 370,000). HEK293T NGFI-A luciferase reporter;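 active = inhibition above a per-plate cutoff, mean inhibition of test wells between control levels plus 3 SD, cut at about 38% in these data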;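 note: cells cotransfected with COUP-TFII expression vector driving the NGFI-A reporter; 0% = median of COUP-TF2 test wells and 100% = reporter-only cells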
# Target sequence (P24468 whole entry, looked up): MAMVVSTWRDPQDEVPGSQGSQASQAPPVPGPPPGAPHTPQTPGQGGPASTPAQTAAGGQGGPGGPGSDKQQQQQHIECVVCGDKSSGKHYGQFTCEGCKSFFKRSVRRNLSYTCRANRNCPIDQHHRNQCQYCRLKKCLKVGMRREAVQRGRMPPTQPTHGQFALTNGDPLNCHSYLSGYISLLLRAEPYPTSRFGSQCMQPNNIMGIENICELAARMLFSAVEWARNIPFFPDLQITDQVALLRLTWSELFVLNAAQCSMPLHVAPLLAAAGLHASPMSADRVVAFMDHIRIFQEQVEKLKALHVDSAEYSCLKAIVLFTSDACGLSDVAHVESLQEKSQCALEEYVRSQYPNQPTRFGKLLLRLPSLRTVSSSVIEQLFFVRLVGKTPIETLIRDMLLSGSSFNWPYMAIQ
# NCOA1 inh: SRC1 coactivator transcriptional activity inhibitors, primary screen, cell-based, luminescence. Nuclear receptor coactivator 1 (Homo sapiens), Q15788. HEK293 GAL4-SRC1 luciferase reporter. inhibition, % at 3.6 µM. actives 0.12% (n = 360,000). AID 588354, 2011;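 active = inhibition above the campaign mean plus 3 SD, with each screening campaign given its own cutoff, cut at about 60% in these data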;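 note: 0% = DMSO treated cells and 100% = gossypol at 36 µM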
# TROY NFkB inh: inhibitors of TROY-driven NF-kB signaling, primary screen, Q293 LMP1-TROYcd cells, NF-kB luciferase, uHTS; Q293 LMP1-TROYcd NF-kB luciferase reporter, 4 h; inhibition, % at 10 µM; actives 0.98% (n = 360,000);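 active = compounds whose plate-normalised and pattern-corrected inhibition of the luciferase reporter signal at the single screening dose is 50% or more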
# TLR9-MyD88 inh: inhibitors of TLR9-MyD88 association in cells, primary screen, cell-based, CHO, BLA complementation, fluorescence. CCF4 FRET ratio. Toll-like receptor 9 (Homo sapiens) + Myeloid differentiation primary response protein …. inhibition, % at 4.98 µM. actives 0.21% (n = 340,000);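 active = inhibition above the mean over all tested compounds plus 3 SD, cut at about 21% in these data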;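 note: 0% = DMSO only wells and 100% = clavulanate BLA inhibitor control wells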
# LMP1 NFkB inh: EBV LMP1-driven NF-kappaB luciferase reporter inhibitors, primary screen, cell-based, luminescence, single point; LMP1-induced NF-kappaB luciferase reporter cells; inhibition, % at 12.5 µM; actives 0.69% (n = 350,000); in the data active = inhibition above about 41%; inconclusive = no clear call, values can overlap the other calls;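 note: 0% = neutral control wells and 100% = reference inhibitor control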
# NR5A2 inv ag: LRH-1 (NR5A2) inverse agonists, primary screen, cell-based, luminescence, HEK293T, StAR-luciferase reporter. Nuclear receptor subfamily 5 group A member 2 (Homo sapiens), O00482. LRH-1 transfected, 24 h. inhibition, % at 3.6 µM. actives 0.13% (n = 360,000). AID 602396, 2012;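 active = inhibition above the mean inhibition of all tested compounds plus 3 SD, cut at about 73% in these data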;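 note: 0% = DMSO wells and 100% = reporter-only cells lacking LRH-1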
# Target sequence (O00482 whole entry, looked up): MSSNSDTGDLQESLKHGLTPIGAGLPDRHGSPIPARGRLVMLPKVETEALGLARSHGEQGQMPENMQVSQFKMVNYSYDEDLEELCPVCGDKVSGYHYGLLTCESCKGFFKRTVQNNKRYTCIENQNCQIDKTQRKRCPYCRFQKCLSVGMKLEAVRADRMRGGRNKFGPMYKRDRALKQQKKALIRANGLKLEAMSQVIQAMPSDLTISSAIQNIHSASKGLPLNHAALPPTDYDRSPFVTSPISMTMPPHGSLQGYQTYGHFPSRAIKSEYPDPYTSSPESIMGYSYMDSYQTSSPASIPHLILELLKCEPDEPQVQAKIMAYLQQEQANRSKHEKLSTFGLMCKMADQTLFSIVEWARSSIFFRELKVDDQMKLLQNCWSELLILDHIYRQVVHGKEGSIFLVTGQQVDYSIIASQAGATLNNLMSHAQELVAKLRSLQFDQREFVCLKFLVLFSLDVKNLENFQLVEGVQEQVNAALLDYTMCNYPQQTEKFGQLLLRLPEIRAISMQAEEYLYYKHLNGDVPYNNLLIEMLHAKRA
# C8 TRAIL sens: viability loss with TRAIL in NB7+C8 cells, primary screen, TRAIL sensitizer project, cell-based, ATPlite luminescence | inhibition (viability loss, TRAIL sensitization), % at 10 µM | AID 624354, 2012 | actives 1% (n = 360,000);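 active = compounds causing at least 50% loss of cell viability in the single-dose screen, relative to plate controls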
# NCOA3 inh: SRC3 coactivator transcriptional activity inhibitors, primary screen, cell-based, luminescence | actives 0.17% (n = 360,000) | inhibition, % at 3.6 µM | HEK293 GAL4-SRC3 luciferase reporter | Nuclear receptor coactivator 3 (Homo sapiens), Q9Y6Q9;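 active = inhibition above a per-campaign cutoff, the mean of all compounds plus 3 SD, cut at about 60% in these data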;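 note: 0% = DMSO-treated cells and 100% = gossypol-treated cells at 36 µM; higher means less SRC3-driven luciferase light from the GAL4 reporter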
# SRC2 inh: inhibition of GAL4-SRC2 driven luciferase reporter, primary screen, SRC2 inhibitor project, cell-based, luminescence. actives 0.17% (n = 370,000). HEK293 GAL4-SRC2 luciferase reporter. inhibition, % at 9 µM. Nuclear receptor coactivator 2 (Homo sapiens), Q15596. AID 651957, 2012;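 active = inhibition above the mean inhibition of all tested compounds plus 3 SD, set per campaign, cut at about 52% in these data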;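 note: 0% = DMSO treated cells and 100% = cells given Gossypol at 36 µM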
# NOD2-RIPK2 inh: NOD2-RIPK2 binding disruptors in cells, primary screen, fluorescence, CHO cells, BLA complementation | actives 0.38% (n = 360,000) | inhibition, % at 4.98 µM | AID 624267, 2012 | CCF4 ratio | Receptor-interacting serine/threonine-protein kinase 2 (Homo sapiens), O43353; in the data active = inhibition above about 21%;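 note: 0% = vehicle only and 100% = reference blocker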
# * marks the source's active call; other numbers are inactive results; ? = inconclusive; nt = no result given.
SMILES,Vif inh,COUP-TFII inh,NCOA1 inh,TROY NFkB inh,TLR9-MyD88 inh,LMP1 NFkB inh,NR5A2 inv ag,C8 TRAIL sens,NCOA3 inh,SRC2 inh,NOD2-RIPK2 inh
O=S(=O)(NC1Cc2ccccc2C1)c1ccccc1,nt,6,16,3,-17,-5,-7,-28,8,-31,-5
CCOC(=O)C(NC(=O)Cc1ccccc1)(Nc1cc(C)on1)C(F)(F)F (stereo not drawn),-8,5,3,-4,-10,-15,2,-16,9,8,2
COc1ccc(CNS(=O)(=O)c2ccc3oc(C(=O)O)c(C)c3c2)cc1,0,nt,9,-27,5,2,9,-3,-22,nt,10
C[C@H](NC(=O)c1ccco1)C(=O)NCc1cccs1,9,-4,-9,1,-1,1,8,4,18,0,-5
COC(=O)C1CCN(S(=O)(=O)c2c[nH]c(=O)[nH]c2=O)CC1,1,12,-7,7,-3,-6,-2,-5,-21,-29,-9
CCOc1ccc(S(=O)(=O)NCCC(=O)N(C)CC(=O)Nc2ccc(N3CCOCC3)cc2)cc1,-1,11,-13,-4,-6,1,0,16,9,-24,-9
CCOC(=O)CNC(=O)CSc1ncnc2c1nnn2-c1ccc(F)cc1,1,-15,2,-5,0,4,4,-6,8,13,-27
CCCC(=O)N1CCCC1(C)C(=O)NCCc1ccccn1 (stereo not drawn),-5,18,-2,9,nt,nt,2,-20,1,-17,-5
Cc1noc(C)c1COc1ccc(C(=O)N2CCN(c3ccccn3)CC2)cc1,-11,-5,-17,-17,-7,6,-1,0,16,2,-2
COC(=O)C1=CN(c2ccccc2OC)C(N)=C(C#N)C1c1cccc([N+](=O)[O-])c1 (stereo not drawn),nt,-1,nt,nt,nt,nt,33,20,nt,3,2
COc1ccc(-n2sc3ccc(F)cc3c2=O)cc1,1,-23,-26,6,16,2,18,-5,-61,-37,40*
CC1CC(C)CN(C(=O)CSc2nnc(-c3ccc(F)cc3)o2)C1 (stereo not drawn),-17,16,-26,-7,-9,5,-21,-3,0,2,-4
N#CC(Cc1ccccc1OC(F)F)c1nc2ccccc2[nH]1 (stereo not drawn),-4,-5,-1,-31,-5,3,1,2,17,-44,-5
CCCOc1cccc(C(=O)Nc2ccc(CN3CCOCC3)cc2)c1,-2,-1,-8,2,-5,-16,17,-10,4,0,2
C[C@@H]1CCC2[C@](C)(CO)[C@@H](O)CC[C@]2(C)[C@@]12C[C@](CO)(CC(=O)O)CO2 (stereo partly drawn),-5,9,15,-11,1,-1,-2,-15,-13,3,4
O=c1c2ccccc2cnn1-c1ccc(Br)cc1,3,-53,-128,-66,-6,-26,-116,20,-122,-67,1
Cc1ccc2[nH]c(-c3ccccc3)c(CN3CCOCC3)c(=O)c2c1,28,-7,-11,nt,8,-5,-24,3,-5,-15,-6
O=C(COC(=O)C1CCCC1)NCc1ccc(Cl)cc1,-9,-6,-1,10,-5,5,8,-3,13,-2,7
Cc1cc(=O)[nH]c(-c2ccc(Cl)cc2)n1,0,8,1,8,-14,3,18,22,19,6,2
Cc1cc(Cl)nc(NC(=O)Nc2cccc(Cl)c2)n1,23,-4,0,5,-3,-11,2,-18,-11,-7,3
COc1ccc(CNC(=O)COc2cc3c(c4oc(=O)cc(C)c24)CCC(C)(C)O3)cc1OC,-9,11,6,-7,-1,-7,-19,-12,-10,-1,-10
COc1ccc(S(=O)(=O)NCc2ccc(C)cc2)cc1,11,-4,9,0,4,-10,2,1,15,-2,-11
O=C(NC1CC2CCCC(C1)N2C(=S)NCCc1ccccc1)C1CC1 (stereo not drawn),8,3,-7,1,1,1,7,4,-4,8,3
CSc1ccc(CN2CCC(N3CC(C)OC(C)C3)CC2)cc1 (stereo not drawn),-1,-10,9,12,0,2,14,7,-11,-31,1
COc1ccc(C2/C=C\CN(S(=O)(=O)c3ccc(C)cc3)CC(=O)N2Cc2cccc(F)c2)cc1 (stereo not drawn),-3,0,-60,-6,-1,4,0,2,9,-9,-2
CCSc1nc2c(c(=O)n1-c1ccc(F)cc1)SCC2,1,9,-1,-13,2,0,2,-17,3,-7,-5
O/N=C/c1ccc2cccc(OCc3ccccc3)c2n1,-5,-14,-25,-2,4,3,10,-3,7,8,2
CC1CCN(S(=O)(=O)c2ccc(NC(=O)N3c4ccccc4Sc4ccccc43)cc2)CC1,nt,-11,2,-7,-1,-14,1,-11,-23,-2,-7
COCCCNC(=O)c1ccc(-c2csc(C)n2)cc1,-3,28,-8,-28,0,4,-4,-6,19,2,0
COc1ccc(CC(=O)NNC(=O)c2ccccn2)cc1,2,-1,4,16,-6,-13,-18,16,-7,-15,-10

# Exported with tabs: entries from further up
Structure	Vif inh	COUP-TFII inh	NCOA1 inh	TROY NFkB inh	TLR9-MyD88 inh	LMP1 NFkB inh	NR5A2 inv ag	C8 TRAIL sens	NCOA3 inh	SRC2 inh	NOD2-RIPK2 inh
O=C(NC1CC2CCCC(C1)N2C(=S)NCCc1ccccc1)C1CC1 (stereo not drawn)	8	3	-7	1	1	1	7	4	-4	8	3
CSc1ccc(CN2CCC(N3CC(C)OC(C)C3)CC2)cc1 (stereo not drawn)	-1	-10	9	12	0	2	14	7	-11	-31	1
COc1ccc(C2/C=C\CN(S(=O)(=O)c3ccc(C)cc3)CC(=O)N2Cc2cccc(F)c2)cc1 (stereo not drawn)	-3	0	-60	-6	-1	4	0	2	9	-9	-2
CCSc1nc2c(c(=O)n1-c1ccc(F)cc1)SCC2	1	9	-1	-13	2	0	2	-17	3	-7	-5
O/N=C/c1ccc2cccc(OCc3ccccc3)c2n1	-5	-14	-25	-2	4	3	10	-3	7	8	2
CC1CCN(S(=O)(=O)c2ccc(NC(=O)N3c4ccccc4Sc4ccccc43)cc2)CC1	nt	-11	2	-7	-1	-14	1	-11	-23	-2	-7
COCCCNC(=O)c1ccc(-c2csc(C)n2)cc1	-3	28	-8	-28	0	4	-4	-6	19	2	0
COc1ccc(CC(=O)NNC(=O)c2ccccn2)cc1	2	-1	4	16	-6	-13	-18	16	-7	-15	-10

# The results go on.
SMILES,Vif inh,COUP-TFII inh,NCOA1 inh,TROY NFkB inh,TLR9-MyD88 inh,LMP1 NFkB inh,NR5A2 inv ag,C8 TRAIL sens,NCOA3 inh,SRC2 inh,NOD2-RIPK2 inh
CC(C)Cc1ccc(-c2cc3nc(NCCOc4ccccc4)ccn3n2)cc1,nt,-11,-18,-50,nt,nt,-17,23,-14,-53,-9
COc1ccc(C(=O)NCc2nnc(SCC(=O)Nc3cc(C)on3)o2)cc1OC,12,-1,9,10,10,-6,0,1,16,1,-2
Cc1c(C(=O)N2CCCCC2)c(S(=O)(=O)N2CCC(C)CC2)c(C)n1C,11,-1,10,-8,-4,-8,15,-3,-8,0,-1
O=C(CNC(=O)c1ccccc1F)NCCN1C(=O)S/C(=C\c2ccc3c(c2)OCO3)C1=O,-6,-12,5,-9,0,-8,1,7,3,15,0
COc1ccc(CC(=O)NNC(=O)c2cccs2)cc1OC,1,-6,-14,-14,-2,0,8,-4,2,-23,-2
CC1(c2nnc(-c3ccc(F)cc3)o2)CC(c2ccc([N+](=O)[O-])cc2)=NO1 (stereo not drawn),-5,2,-10,4,6,4,-11,-4,14,0,5
O=C(O)C1CCC(CNS(=O)(=O)c2ccccc2)CC1 (stereo not drawn),38,2,-16,11,-10,-3,3,-19,-13,-5,2
CNC(=O)CN(c1cc(C)ccc1OC)S(=O)(=O)c1ccc(C)cc1,5,4,-16,19,-1,3,-3,-26,-3,4,5
O=C1CCc2cc(S(=O)(=O)NC(C(=O)NCc3cccnc3)c3ccccc3)ccc2N1 (stereo not drawn),4,-2,-9,-13,-1,-5,1,-8,7,-2,1
Cc1sc2ncn(CC(=O)NCCCC(=O)N3CCN(Cc4ccc5c(c4)OCO5)CC3)c(=O)c2c1C,-2,6,-24,-3,-3,4,4,-6,12,-4,9
O=C(O)c1ccc2nnn(O)c2c1,6,-2,-28,-1,-6,3,-7,3,8,11,-2
O=C(Nc1ccc(N2C(=O)C3C4C=CC(C4)C3C2=O)cc1Cl)c1cccs1 (stereo not drawn),?,4,-142,-7,3,-27,-8,-3,-13,-21,6
Cc1cc2oc(C(=O)N(Cc3ccccc3)C3CCS(=O)(=O)C3)c(C)c2cc1C (stereo not drawn),6,-1,0,6,-6,10,-10,9,18,5,-7
O=C(c1ccc(N2CCCCS2(=O)=O)cc1)N1CCN(c2ccccc2F)CC1,-2,8,10,-32,11,-2,7,-22,15,-3,-6
CSc1ncc(CN2CCCC(C(=O)c3ccc(C(C)(C)C)cc3)C2)cn1 (stereo not drawn),-4,-14,6,-10,-6,-14,-13,2,13,-8,-4
Cn1cnnc1SCc1ccc(C(=O)N/N=C(/CCC(=O)O)c2ccc(C(C)(C)C)cc2)cc1,7,3,-9,-10,4,-6,-16,3,-6,-5,-9
CCOC(=O)C(NS(=O)(=O)c1ccc(Br)cc1)C(C)C (stereo not drawn),-5,nt,4,21,1,-9,-6,13,12,nt,10
CC(C)C[C@@H](CN1CCC[C@@H]1CN1C(=S)NC[C@@H]1Cc1ccccc1)N1C[C@H](Cc2ccc(O)cc2)N(CC2CCCCC2)C1=S,29,8,-13,13,nt,nt,-7,4,3,20,-1
O=C(COC(=O)c1ccc(O)cc1)NC(c1ccccc1)c1ccccc1,8,-11,5,-9,-12,-7,-10,-5,-5,-7,-2
CCc1ccccc1S(=O)(=O)Cc1ccc(C(=O)NC(C)C)o1,7,3,-8,7,7,13,9,2,17,-8,0
CCCCN(CCCNC(=O)C1CCN(C(=O)c2cc3sccc3n2C)CC1)Cc1ccccc1,-5,5,-4,6,-9,9,-25,14,0,-7,-3
Cn1ccc2c(-c3ccc(C(C)(C)C)cc3)cc3c(c21)C1CCC3O1 (stereo not drawn),nt,-3,-36,-8,nt,nt,-19,-10,-9,6,-1
CC(=O)Cc1nsc(NC(=O)C2Cc3ccccc3C(=O)O2)n1 (stereo not drawn),0,16,-8,2,0,0,-11,11,-9,4,8

# These rows are one share of the data; count on the stated rates, not on these rows.
